Yp Topo-I inh – Yersinia pestis topoisomerase I inhibitors, primary screen, biochemical, cleavage product accumulation, plate reader, single point. DNA topoisomerase I (Yersinia pestis CO92). Y. pestis Topo-I cleavage product accumulation. activity, % at 10 µM. actives 0.064% (n = 360,000). AID 504884, 2011; in the data active = activity above about 50%, passing the limit was not always enough; inconclusive = no clear call, values can overlap the other calls; note: inactives centre near 2
MazEF act – activators of E. coli MazEF toxin-antitoxin RNase, primary screen, biochemical, fluorescence, uHTS. AID 504720, 2011. FAM/BHQ RNA-DNA oligo cleavage fluorescence, 5 h. actives 0.32% (n = 350,000). activation, % at 20 µM. Endoribonuclease toxin MazF (Escherichia coli (strain K12)), P0AE70; in the data active = activation above about 50%
Target sequence (P0AE70 whole entry, looked up): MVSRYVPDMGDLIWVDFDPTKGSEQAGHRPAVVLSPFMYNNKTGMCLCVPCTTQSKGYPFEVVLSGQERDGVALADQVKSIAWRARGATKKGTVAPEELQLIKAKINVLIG
SSB-PriA inh – inhibitors of Klebsiella pneumoniae PriA binding to SSB C-terminal tail, primary screen, biochemical, AlphaScreen. AlphaScreen SSBct-PriA binding, biotinylated peptide. actives 0.6% (n = 430,000). AID 1272365, 2023. PriA–SSB C-terminal tail interaction (Klebsiella pneumoniae). inhibition, % at 33 µM; in the data active = inhibition mostly above about 37%, no sharp cut-off; inactive = mostly below about 20%;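 note: plate controls were negative control peptide for no effect and reference peptide for full effect; strong numbers were not always called active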
Anthrax LF prot – Bacillus anthracis LF protease inhibitors, primary screen, biochemical, multiplex microsphere, MLPCN library; actives 0.12% (n = 360,000); inhibition, % at 10 µM; multiplex microsphere protease cleavage assay; Lethal factor (Bacillus anthracis), P15917; in the data active = inhibition above about 30%; inconclusive = no clear call, values can overlap the other calls; note: plate controls were buffer without enzyme for full effect and enzyme alone for no effect
VHR inh abs – VHR1 phosphatase inhibitors, primary screen, biochemical, absorbance, uHTS | AID 1654, 2009 | inhibition, % at 13.3 µM | recombinant VHR phosphatase, pNPP absorbance | Dual specificity protein phosphatase 3 (Homo sapiens), P51452 | actives 0.52% (n = 290,000); in the data active = inhibition above about 50%; note: some compounds called inactive have numbers as strong as hits
Target sequence (P51452 whole entry, looked up): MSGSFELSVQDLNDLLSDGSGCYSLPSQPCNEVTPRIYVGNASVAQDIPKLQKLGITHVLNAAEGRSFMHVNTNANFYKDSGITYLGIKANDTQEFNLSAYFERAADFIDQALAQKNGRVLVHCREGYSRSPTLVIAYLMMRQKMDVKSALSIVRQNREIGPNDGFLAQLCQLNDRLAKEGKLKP
PfHsp40 rescue – rescue of yeast from PfHsp40 toxicity, primary screen, S. cerevisiae, ATP luminescence; S. cerevisiae expressing PfHsp40, growth rescue; growth rescue, % at 12.5 µM; actives 0.68% (n = 340,000); in the data active = growth rescue above about 28%, passing the limit was not always enough; inconclusive = no clear call, values can overlap the other calls;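 note: yeast W303a lacking pdr1 and pdr3 grown in galactose medium; growth measured after three days at 30 °C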
Rv3671c protease – Rv3671c serine protease inhibitors, primary screen, biochemical, fluorescence polarization, M. tuberculosis H37Rv; P9WHR9; inhibition, % at 5.96 µM; actives 0.048% (n = 320,000); AID 2606, 2010; in the data active = inhibition above about 38%;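 note: extracellular domain of Rv3671c used as enzyme; 0% = enzyme with DMSO and 100% = no enzyme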
Target sequence (P9WHR9 whole entry, looked up, the tested form may be a part): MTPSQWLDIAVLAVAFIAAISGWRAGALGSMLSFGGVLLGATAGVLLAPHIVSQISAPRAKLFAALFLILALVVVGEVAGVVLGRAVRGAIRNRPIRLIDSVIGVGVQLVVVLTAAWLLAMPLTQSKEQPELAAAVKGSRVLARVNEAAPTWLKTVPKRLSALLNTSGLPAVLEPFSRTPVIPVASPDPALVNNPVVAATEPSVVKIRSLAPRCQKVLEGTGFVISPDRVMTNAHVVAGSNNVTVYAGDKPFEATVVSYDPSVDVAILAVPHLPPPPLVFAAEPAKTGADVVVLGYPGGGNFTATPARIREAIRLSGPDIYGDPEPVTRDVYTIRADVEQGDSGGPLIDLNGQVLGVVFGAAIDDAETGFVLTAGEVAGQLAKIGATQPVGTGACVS
BH1578 lux ind – inducers of Vibrio cholerae quorum light production without autoinducers, primary screen, BH1578 luxS cqsA deficient, single point; AID 588436, 2011; V. cholerae BH1578 lux reporter, luminescence, 6 h; actives 0.16% (n = 350,000); activation, % at 18.7 µM; in the data active = activation mostly above about 9.7%, no sharp cut-off; inconclusive = no clear call, values can overlap the other calls; inactive = mostly below about 3.7%; note: not every result past the cut was called active; inactives centre near 0; reference of the scale not given here
TcdB GH inh – TcdB glycohydrolase inhibitors, primary screen, biochemical, single point, plate reader. actives 0.24% (n = 350,000). AID 652162, 2013. inhibition, % at 9.99 µM. TcdB glycohydrolase enzymatic assay; in the data active = inhibition above about 10%
SARS 3CLpro inh – SARS-CoV 3CLpro protease inhibitors, primary screen, biochemical, quenched FRET; inhibition, % at 6 µM; Replicase polyprotein 1ab (Severe acute respiratory syndrome coronavirus), P0C6X7; actives 0.14% (n = 290,000); recombinant SARS-CoV 3CLpro, quenched FRET peptide cleavage; in the data active = inhibition above about 12%
Starred values were filed as active, the others as inactive; i = inactive; u = inconclusive; x = not tested or not shown; & = joins results of further samples.

SMILES	Yp Topo-I inh	MazEF act	SSB-PriA inh	Anthrax LF prot	VHR inh abs	PfHsp40 rescue	Rv3671c protease	BH1578 lux ind	TcdB GH inh	SARS 3CLpro inh
O=S(=O)(NC1CCCC1)c1ccc(S(=O)(=O)N2CCN(c3ccccc3)CC2)cc1	-3	3	-6	-14	2	0.7	6	-0.7	x	2
CC(=O)Nc1cccc(/C(C)=N/NC(=O)c2ccc(CN3CCOCC3)cc2)c1	1	4	x	0	-6	-1.6	4	-1.0	-3.5	1
COc1ccc(CN2CCC(=O)N([C@H](CO)c3ccccc3)CC2)cc1	-5	8	-31	-7	28	-0.7	5	i	1.1	-2
Cc1c(C(=O)OCC(=O)Nc2ccc(C(=O)N(C)C)cc2)oc2ccccc12	11	-1	-6	1	15	-0.1	-7	-0.5	0.2	3
COCCCNC(=O)C1CCCN(S(=O)(=O)c2cccc3nsnc23)C1 (stereo not drawn)	2	-1	10	-1	53*	-0.5	3	-0.6	1.0	0
CC(N=Cc1ccccc1O)c1ccccc1 (stereo not drawn)	3	6	-6	-5	5	1.0	-10	-0.1	x	-2
Fc1ccccc1-c1csc(=Nc2cccnc2)n1CCCn1ccnc1	0	6	14	0	17	1.2	-5	-0.3	1.4	7
COc1ccccc1C(=O)COC(=O)CCNS(=O)(=O)c1ccc(C)c(C)c1	10	4	5	u	x	-0.6	2	i	-1.1	x
O=C(CC1NC(=O)NC1=O)NC1(C(=O)NC2CCCCC2)CCCCC1 (stereo not drawn)	-6	3	-3	0	22	-0.9	9	-0.2	x	-4
Fc1ccc(NC(=S)N2CCCC2)cc1	-3	1	-18	-7	x	-1.1	-3	-0.2	x	1
CCNC(=O)Nc1ccc2c(c1)c(=O)n(C)n2CC=C(C)C	3	x	x	2	x	x	x	-0.9	0.8	x
C=CCN(Cc1nc(-c2ccc(OC)cc2)no1)C(=O)c1ccc2c(c1)OCO2	32	-7	-13	-2	10	0.8	-6	-0.2	0.4	-4
Cc1ccc(-n2c(=O)c3sccc3n(Cc3cc(=O)n4cc(Cl)ccc4n3)c2=O)cc1F	4	7	-7	-1	-6	0.3	-3	-0.9	x	0
CCN1C(=O)[C@H]2[C@@H](c3ccc(-c4ccc(F)cc4)c(OC)c3)N3CCCC[C@@]3(C(=O)OC)[C@H]2C1=O	-3	-6	7	-1	x	1.1	-1	0.8	-1.8	x
COc1ccc(S(=O)(=O)NCc2ccc(C(=O)NCCN(C)Cc3ccccc3)cc2)cc1	10	x	x	-1	x	x	x	i	0.8	x
NC(=O)c1cc([N+](=O)[O-])ccc1NCc1ccc(O)cc1	-9	4	-12	1	x	-0.8	-6	-4.5	1.9	x
Cc1ccc(S(=O)(=O)NNC(=O)C2CC=CCC2C(=O)O)cc1 (stereo not drawn)	1	8	-12	-5	38	x	1	-0.4	-1.2	0
COc1cc(OC)cc(OC)c1	3	x	x	-2	x	x	x	-0.3	1.9	x
O=C(NCC(=O)N(CCc1ccccc1)C(C(=O)NC1CCCCC1)c1ccncc1)c1ccco1 (stereo not drawn)	-4	-2	-22	1	3	0.5	3	i	x	1
COC(=O)C1=C(C)N(Cc2ccccc2)C(=O)N[C@H]1CCc1ccccc1	2	3	12	2	x	-1.3	3	i	0.7	x
C=CCn1c(C(C)NC(=O)c2ccccc2C)n[nH]c1=S (stereo not drawn)	0	1	4	0	37	-2.0	12	-0.6	0.9	1
Cc1ccc(NS(=O)(=O)c2ccc(CCC(=O)NCCCOC(C)C)cc2)cc1	0	11	-5	-1	5	0.1	-3	-0.4	x	4
O=C(Cn1sc2ccccc2c1=O)Nc1ccccc1	-6	-27	x	1	x	x	x	-0.2	1.3	x
O=C1N(Cc2cccnc2)C[C@@H]2C[C@@H](c3ccc4nsnc4c3)N3CCC[C@@]123	-2	-2	-1	1	13	-0.6	-2	0.7	-0.3	-1
COc1ccc(CN2CCN(Cc3cccc(OC)c3)C(CCO)C2)cc1 (stereo not drawn)	10	-2	4	-9	5	-1.7	-6	-0.7	-1.8	1
COC(=O)c1ccc(C)c(NC(=O)CCn2[nH]c(=O)ccc2=O)c1	2	3	-14	-1	x	-1.1	4	-1.3	1.1	x
Cc1ccc2[nH]c(=O)c(CN(CCCN3CCOCC3)Cc3nnnn3C3CCCC3)cc2c1	9	6	4	-2	12	0.8	1	-4.0	0.7	-7
CC(=O)N1CCN(S(=O)(=O)c2cccc(C(=O)OCC(=O)N3CC(=O)Nc4ccccc43)c2)CC1	3	8	1	-3	30	-0.3	-1	1.5	0.0	-1
COCCCNC(=S)N1CCCC(c2nc3cc(C)c(C)cc3[nH]2)C1 (stereo not drawn)	-10	1	1	0	14	-0.7	6	-1.6	0.0	-4
CCn1c(=O)n(CC)c2cc(NC(=O)CSc3ccc([N+](=O)[O-])cn3)ccc21	3	7	-3	-4	-16	0.3	-2	-0.1	0.8	-4
CC(C)c1ccc(CCNC(=O)c2ccc([N+](=O)[O-])cc2)cc1	-7	-1	23	2	13	0.2	3	i	-7.1	5
Cc1cccc(/C=N/Nc2cc(N3CCOCC3)nc(N3CCOCC3)n2)c1	-7	3	x	-1	8	-3.3	-2	0.0	0.1	1
O=C(Cn1nc(C(=O)O)c2ccccc2c1=O)NCC1CCCO1 (stereo not drawn)	3	-2	-3	-2	17	-0.5	-1	-0.7	x	0
Cc1ccc(OCC(=O)N/N=C\c2ccc(C)o2)c([N+](=O)[O-])c1	3	-78	x	1	3	-0.9	x	-0.2	1.3	0
CC(=O)c1ccc(OCCCCOc2ccc(C(C)=O)cc2)cc1	0	-3	-6	19	1	-0.3	-4	i	-0.4	0
COc1ccc(C2=NS(=O)(=O)N(C)C(C(=O)NC(C)c3ccccc3)=C2)cc1 (stereo not drawn)	-2	-8	0	5	29	0.3	-1	i	1.7	-1
COc1ccc(CN2C(=O)CS(=O)CC2=O)cc1OC	-5	-6	-7	-9	-11	0.8	-5	-0.3	x	-4
Clc1ccc(/C=N/c2c(-c3ccco3)nc3ccccn23)cc1	-5	9	x	-13	18	-0.8	9	i	x	1
CCNC(=S)NNC(=O)c1csc2ccccc12	-6	-2	-20	-2	29	-0.9	-6	-0.5	x	0
CNC(=S)N(Cc1cccs1)Cc1cc2cc(OC)c(OC)cc2[nH]c1=O	1	4	-3	0	-11	-1.0	-12	1.1	-0.2	-1
Cc1cccc(C(=O)Nc2ccc(C(=O)/C=C/c3cccs3)cc2)c1	-5	6	4	-4	6	-1.0	-8	i	x	4
CCN(CC)C(=O)C1=C(C)N(Cc2ccccc2)C(=O)C(CC(=O)NC2CCCC2)C1 (stereo not drawn)	5	-9	x	5	x	x	x	-0.4	0.3	x
Fc1ccccc1-c1nc(-c2ccncc2)no1	-5	8	-1	14	17	-0.1	9	-0.6	0.4	2
C[C@@H]1CN([C@H](C)CO)C(=O)c2cc(NC(=O)Nc3ccc(C(F)(F)F)cc3)ccc2O[C@H]1CN(C)Cc1ccc(Cl)c(Cl)c1	-6	2	-15	-3	x	1.0	-110	i	-1.2&1.3	x
Cc1noc(/C=C/c2ccco2)c1S(=O)(=O)N1CCC(C(=O)N(C)Cc2ccccc2)CC1	-10	-2	-3	-9	26	-0.3	-4	-0.3	x	3
Cc1cc2c(c(=O)n1CC1CCCO1)C(c1ccc3c(c1)OCO3)C(C#N)=C(N)O2 (stereo not drawn)	-1	4	16&-14	-6	34	0.0	3	i	x	-1
Clc1ccc(OCCCn2cncn2)cc1Cl	-9	2	-7	-2	-8	0.8	2	-0.2	0.5	0
CN(c1ccccc1C(=O)Nc1ccc(CC#N)cc1)S(=O)(=O)c1ccccc1	2	5	7	8	22	-0.7	4	-0.4	1.9	2

Compound profiles (already shown). Screens in order: Yp Topo-I inh, MazEF act, SSB-PriA inh, Anthrax LF prot, VHR inh abs, PfHsp40 rescue, Rv3671c protease, BH1578 lux ind, TcdB GH inh, SARS 3CLpro inh
`Cc1cc2c(c(=O)n1CC1CCCO1)C(c1ccc3c(c1)OCO3)C(C#N)=C(N)O2` (stereo not drawn) in the list: -1, 4, 16&-14, -6, 34, 0.0, 3, i, x, -1
`COc1ccc(CN2C(=O)CS(=O)CC2=O)cc1OC` in the list: -5, -6, -7, -9, -11, 0.8, -5, -0.3, x, -4
`C[C@@H]1CN([C@H](C)CO)C(=O)c2cc(NC(=O)Nc3ccc(C(F)(F)F)cc3)ccc2O[C@H]1CN(C)Cc1ccc(Cl)c(Cl)c1` in the list: -6, 2, -15, -3, x, 1.0, -110, i, -1.2&1.3, x
`Clc1ccc(OCCCn2cncn2)cc1Cl` in the list: -9, 2, -7, -2, -8, 0.8, 2, -0.2, 0.5, 0
`Cc1cccc(C(=O)Nc2ccc(C(=O)/C=C/c3cccs3)cc2)c1` in the list: -5, 6, 4, -4, 6, -1.0, -8, i, x, 4

Continuation:
SMILES	Yp Topo-I inh	MazEF act	SSB-PriA inh	Anthrax LF prot	VHR inh abs	PfHsp40 rescue	Rv3671c protease	BH1578 lux ind	TcdB GH inh	SARS 3CLpro inh
CC1CCN(S(=O)(=O)c2ccc(C(=O)NCc3ccc4c(c3)OCO4)cc2)CC1	-1	1	-9	-2	18	-0.2	-3	-0.4	0.4	1
Cn1cccc1/C=C1\SC(=S)N(NC(=O)c2ccccc2Cl)C1=O	-1	-18	42	1	0	1.9	2	-1.9	x	5
O[C@@H]1CN(C2CCN(Cc3ccccc3)CC2)CC[C@H]1N1CCCCCC1	1	-14	7	15	x	1.3	x	1.5	-1.7	x
COc1ccc(OC)c(S(=O)(=O)Nc2ccccc2O)c1	-3	-4	-23&-6	-1	x	-1.0	3	-0.5	-0.2	x
CC(=O)N1CCN(c2ccc(NCc3ccccc3)cc2)CC1	-1	4	40	-5	14	0.8	-10	-0.2	x	-4
COc1ccc(NC(=O)CSc2nccn2C)c([N+](=O)[O-])c1	0	4	2	-5	8	-0.7	-2	-0.3	-14	4
CN(C)NC1CC(=O)N(c2ccccc2)C1=O (stereo not drawn)	32	7	-6	2	20	-0.1	-2	1.0	2.1	4
COc1ccccc1OCC(=O)Nc1ccccc1C(=O)Nc1cccc(C(=O)O)c1	15	8	1	0	27	0.6	-10	-0.4	0.4	6
Cc1ccccc1CS(=O)(=O)c1cn(CC(=O)N2CCOCC2)c2ccccc12	10	2	-1&-9	4	2	0.4	8	i	0.9	2
Cc1ccc(NCc2nc3ccccc3n2C)cc1C	2	2	6	7	16	0.6	-3	-0.4	-0.9	7
CCOC(=O)N1CCN(C(=O)CSCC(=O)Nc2nc(-c3ccc4c(c3)OCO4)cs2)CC1	4	-2	-8	-6	15	0.8	-2	i	x	0
CC(=O)c1cccc(N(CC(=O)Nc2cc(C)cc(C)c2)S(C)(=O)=O)c1	3	-13	-7	6	6	-0.3	3	-0.6	0.5	-1
CSc1ncccc1C(=O)OCC(=O)Nc1ccc(S(=O)(=O)N2CCCC2)cc1	7	5	-11	-2	-1	1.3	-18	-0.4	x	7
CCOc1ccc(S(=O)(=O)NCCc2cn3ccccc3n2)cc1	3	-8	-21	2	26	-1.4	-14	-0.8	0.7	3
CCN(CC)C(=O)c1ccc(NC(=O)c2c(C)noc2C)cc1	-6	3	-3	-13	x	-0.3	8	i	0.6	x
N=c1sccn1CC(=O)Nc1ccc(Cl)cc1[N+](=O)[O-]	7	6	3	-9	24	-1.1	-6	i	-9.0	3

The list is partial (hit frequency here may not be typical).
